Screening data as filed in PubChem.
Growth percent in the NCI-60 one-dose screen (48 h, 10 µM unless noted): 100 = growth as untreated, 0 = no growth, -100 = all killed.
HOP-62 = HOP-62 NSCLC; AID 1794735; 80,000 compounds, 3.9% hits
EKVX = EKVX NSCLC; 71,000 compounds, 3% hits
SK-MEL-5 = SK-MEL-5 melanoma; AID 1794755; 80,000 compounds, 6.4% hits
HOP-92 = HOP-92 NSCLC cells; 71,000 compounds, 6.3% hits
M14 = M14 melanoma; 80,000 compounds, 6.2% hits
LOX IMVI = LOX IMVI melanoma | 79,000 compounds, 7.4% hits | AID 1794757
CCRF-CEM = CCRF-CEM leukemia | 77,000 compounds, 7% hits | AID 1794778
A549/ATCC = A549/ATCC NSCLC. 81,000 compounds, 3.7% hits. AID 1794740
* marks the source's active call; other numbers are inactive results; / = no result given; & = joins results of further samples; [ ] = another dose, or the depositor's remark. Rule for the calls: active = growth percent below 10; inactive = the rest.

SMILES	HOP-62	EKVX	SK-MEL-5	HOP-92	M14	LOX IMVI	CCRF-CEM	A549/ATCC
COc1ccc(-c2[nH]c3ccccc3c2C=C(C#N)C#N)cc1	32	12	2.6*	-17*	1.0*	31	-5.8*	5.9*
Nc1cc(S(N)(=O)=O)ccc1N1CCCC1	108	91	102	/	97	97	112	100
CCCOC(=O)c1cc(O)ccc1O	110	97	99	85	106	103	/	97
CC(C)C1=CC23CCC4C(C)(C(=O)O)CCCC4(C)C2CC1C1C(=O)C=CC(=O)C13 (stereo not drawn)	103	/	95	87	100	84	63	100
CC(=O)Nn1c(N(N=Cc2cc(-c3ccccc3)cs2)C(C)=O)nn(C(C)=O)c1=S	98	94	100	91	98	98	107	98
CCOC(=O)c1c(O)cc(-c2ccc3c(c2)OCO3)cc1-c1sc(N(C)Cc2ccccc2)nc1Cl	110	105	101	86	94	97	97	102
Nc1nc(Nc2ccc(Cl)cc2)nn1S(=O)(=O)c1ccc(Oc2ccccc2)cc1	84	82	94	50	93	97	96	74
CC(=O)N(C)c1cccc2cccc(S(=O)(=O)O)c12	104	104	97	98	104	93	102	106
c1ccc(CC[C@@H]2C[C@@H]3Cc4ccc5ccccc5c4N2O3)cc1	/	87	114	88	111	94	93	94
CCCCCCCCCCCCNC(=S)N/N=C/c1ccccc1O	74	89	89	84	78	61	46	96
c1ccc(C2CCOCO2)cc1 (stereo not drawn)	94&95	92	94&94	99	99&101	94&97	102&91	101&101
O=C(Nc1ccccc1)c1nc[nH]c1C(=O)Nc1ccccc1	82	/	100	59	102	96	/	65
CNC(=O)c1cc(Oc2ccc3nc(NC(=O)NCCO)sc3c2)ccn1	100	106	100	88	100	98	106	106
Cc1ccc(S(=O)(=O)OC(CI)C2OC(c3ccccc3)OC3COC(c4ccccc4)OC32)cc1 (stereo not drawn)	85	96	107	96	103	95	112	95
S=c1[nH]nc(CSc2ncnc3c2c(-c2ccccc2)cn3-c2ccc(Cl)cc2)o1	91	92	104	93	100	90	90	98
CCOC(=O)c1c(C)cc2c(CO)n[nH]c(=O)c2c1C	103	/	102	/	106	100	101	99
COc1ccc(-c2nn(-c3cccc(Cl)c3)cc2-c2c(C#N)c3n(c(=O)c2C#N)NC(c2ccccc2)N3)cc1 (stereo not drawn)	/	40	72	73	73	63	47	83
O=[N+]([O-])c1ccc(NCSc2ccc(Cl)cc2)cc1	109	97	100	98	109	82	50	96
CC(Br)CCON1C(=O)c2ccccc2C1=O (stereo not drawn)	109	/	100	114	108	104	97	90
COc1ccc(-c2csc(NC(=O)c3ccc(OC)c(OC)c3)n2)cc1	/	/	98	/	118	/	91	98
CN(C)c1oc(/C=C/c2c[nH]c(=O)[nH]c2=O)nc1C#N	105	103	97	130	107	105	104	99
BrC1(c2ccccc2)c2ccccc2-c2ccccc21	107	/	99	/	100	101	/	98
CCSCC1CC(O)(c2ccccc2)CC(c2ccc(Cl)cc2)O1 (stereo not drawn)	86	73	74	52	90	77	91	73
CCOC(=O)c1sc2nc(-c3ccc(N(C)C)cc3)nc(N3CCOCC3)c2c1C	103	77	93	88	103	97	113	92
Cc1ccc(NC(=O)N/N=C/c2c[nH]c3ccccc23)cc1	17	83	99	103	105	92	98	117
SMILES	HOP-62	EKVX	SK-MEL-5	HOP-92	M14	LOX IMVI	CCRF-CEM	A549/ATCC
O=[N+]([O-])c1cccc(C=Nc2ccccc2O)c1	109	/	75	125	104	86	73	98
CCc1cc(=O)n2c(-c3ccc(Cl)cc3)cnc2[nH]1	110	102	103	116	102	103	100	95
NS(=O)(=O)c1ccc(CCn2c(SCC(=O)N/N=C/c3ccc([N+](=O)[O-])cc3)nc3ccccc3c2=O)cc1	80	87	72	/	90	66	62	83
C=CCc1ccc(OCCN(CC)CC)c(OC)c1	99	/	97	/	100	100	104	98
COc1ccc(C2=C3C(=O)OCC3Cc3ncn(Cc4ccccc4)c32)cc1 (stereo not drawn)	86	103	98	82	105	99	113	116
CCOC(=O)c1cc(C(=O)c2cc(OC)cc(OC)c2)n2ncccc12	31	50	26	47	-16*	40	24	35
C=CCNC(=O)NC(=O)Cc1ccccc1	100	105	98	55	99	103	117	95
OCCC1COC(c2ccccc2)O1 (stereo not drawn)	115	108	103	/	97	98	/	88
CCOC(=O)C1=NC(Cc2ccccc2)C(=O)N(c2ccc(Cl)cc2)N1 (stereo not drawn)	105	94	101	123	95	95	/	98
COc1cc(CC(=S)C(=O)O)ccc1O	105	120	/	99	111	100	119	84
COc1ccc(Cn2ccc3c2-c2nc(OC)c(S(=O)(=O)c4ccccc4)cc2CCC3)cc1	96	/	100	61	98	85	86	94
O=C(c1ccc2ccccc2c1O)N1CCCCC1	/	111	105	67	104	111	98	105
COc1ccc(C)c(NC(C)=O)c1	104	93	112	78	109	90	91	90
C#CCN(C)CCCOc1ccc(NCc2ccc(C(=O)NO)cc2)cc1Cl	25	36	9.7*	-5.8*	29	11	14	20
COC(=O)c1cc2oc(/C=N\NC(=O)c3cc4oc(C)c(C)c4[nH]3)cc2[nH]1	110	92	108	-34*	/	107	84	112
CS(=O)(=O)c1ccc(-n2cc(/C=N/O)c(-c3ccc([N+](=O)[O-])cc3)n2)cc1	113	104	96	116	111	103	99	104
COc1cc(C2CC(c3cc(OC)c(OC)c(OC)c3)=NN2C=O)ccc1OCCN(C)C (stereo not drawn)	97	92	95	82	93	102	95	93
COc1ccc(/C=C2\Oc3cc(OCCCCN4CCCC4)ccc3C2=O)cc1	92	91	/	74	86	-85*	14	79
Cn1c(=O)c2c(nc(Br)n2CC(=O)Nc2ccc(F)cc2)n(C)c1=O	97	102	104	88	100	97	90	92
Cc1c(-c2ccccc2Cl)nc2ccccc2c1C(=O)O	100	108	99	/	107	99	95	99
O=C1OC(Cc2ccccc2)C1c1ccccc1 (stereo not drawn)	104	98	99	104	104	99	109	96
COc1ccc(-c2nnc3c4[nH]ccc4ncn23)cc1OC	127	95	86	75	105	82	98	91
Nc1ncnc2c1ncn2-c1ccc(C(F)(F)F)cc1	104	53	86	82	109	97	94	102
COc1ccc(CN2CCCN(Cc3ccc(OC)cc3)C2c2cc3ccccc3c3ccccc23)cc1	86	90	74	/	60	77	72	/
CC(=O)C1=C(C)NC(=S)NC1c1ccc2c(c1)OCO2 (stereo not drawn)	104	106	100	92	107	99	101	105
SMILES	HOP-62	EKVX	SK-MEL-5	HOP-92	M14	LOX IMVI	CCRF-CEM	A549/ATCC
Cc1cc(N2CCN(CCNc3ccnc4cc(Cl)ccc34)CC2)nc(-n2ccnc2)n1	84	68	55	53	86	70	80	88
CN1CCN(Cc2cc(C(=O)/C=C/c3c[nH]c4ccccc34)ccc2O)CC1	98	/	98	93	100	101	95	102
COC(=O)c1cncc(C)c1	101	98	107	/	96	102	103	101
N#Cc1cnn(-c2cc(=O)[nH]c3ccccc23)c1N	105	89	99	95	99	97	111	98
CCCCCCCCCCCCC[C@H](O)C[C@H](O)[C@H](C)N	116[1.25 µM]	99[1.25 µM]	98[1.25 µM]	57[1.25 µM]	96[1.25 µM]	91[1.25 µM]	25[1.25 µM]	89[1.25 µM]
CN1C(=O)C(C2=NN(c3ccccc3)C(c3ccc(F)cc3)C2)C(=O)N(C)C1=O (stereo not drawn)	108	102	99	100	113	104	107	96
COc1ccc(Br)cc1/C=N\NS(=O)(=O)c1ccc(C)cc1	106	101	98	77	76	91	79	99
CCOC(=O)N1CCN(c2nc(Nc3cc(C)[nH]n3)c3ccccc3n2)CC1	50	/	58	31	62	24	40	34
CC1CCC(=NNS(=O)(=O)c2ccc([N+](=O)[O-])cc2)CC1 (stereo not drawn)	116	98	107	/	101	105	95	104
c1cc(C2CO2)ccc1Oc1ccc(C2CO2)cc1 (stereo not drawn)	101	/	105	61	98	95	/	95
O=C1/C(=C/c2ccc(OCc3ccccc3)cc2)N=C2SCCCN12	92	80	/	96	110	77	86	87
C(=N\Nc1nnc2n1N=C(c1ccccc1)CS2)/c1ccc(-c2ccccc2)cc1	111	79	14	107	75	79	73	77
CC(=O)n1cc([C@H]2CC[C@H](c3cn(C(C)=O)c4ccccc34)c3c2c2ccccc2n3C(C)=O)c2ccccc21	89	/	95	87	96	91	87	78
COc1ccc(Cn2cc(Cn3cc(C=C4C(=O)NC(=O)NC4=O)c4ccccc43)nn2)cc1	92	99	61	85	82	79	85	112
O=C1CC2(C(=O)O1)c1ccccc1-c1ccccc12	111	118	112	95	106	97	93	105
CCCCCCCCCCCCCCCCCCOc1ccccc1CC(=O)OCCC[N+](C)(C)C	67	79	43	40	46	36	26	54
N#CC1=C(N)Oc2c(c(=O)[nH]c3ccc(Cl)cc23)C12c1cc(Br)ccc1-c1ccc(Br)cc12	105	74	81	56	73	60	54	75
CC1=C(C/C=C(\C)CCC[C@H](C)CCC[C@H](C)CCCC(C)C)C(=O)c2ccccc2C1=O	115	114	112	111	104	96	102	103
Nc1cc(N)c2cccnc2c1O	70	83	63	72	76	42	2.9*	63
CCOC(=O)c1cccc(N2C(=O)/C(=C/N3N=C(c4ccccc4)CC3c3ccc(N(C)C)cc3)SC2=S)c1 (stereo not drawn)	74	/	77	109	73	70	53	61
COc1cc(NS(=O)(=O)c2ccc(NC(C)c3ccc4cccnc4c3O)cc2)nc(OC)n1 (stereo not drawn)	101	97	102	109	105	98	104	109
C(=Nc1ccccc1)c1ccc[nH]1	94	104	108	95	95	90	107	109
COc1cc(/C=C/C(=O)Oc2ccc(/C=C/c3cc(OC(=O)/C=C/c4ccc(O)c(OC)c4)cc(OC(=O)/C=C/c4ccc(O)c(OC)c4)c3)cc2)ccc1O	92	93	100	109	93	98	85	90
O=C(CNc1ccccn1)Nc1ccccn1	98	96	96	88	101	96	105	101
O=C1c2ccccc2C(=O)N1c1cccc(-c2cc3ccccc3[nH]2)c1	98	105	93	95	103	103	94	90

Among those listed so far, these contain a thiophene ring, fused or not:
SMILES	HOP-62	EKVX	SK-MEL-5	HOP-92	M14	LOX IMVI	CCRF-CEM	A549/ATCC
CC(=O)Nn1c(N(N=Cc2cc(-c3ccccc3)cs2)C(C)=O)nn(C(C)=O)c1=S	98	94	100	91	98	98	107	98
CCOC(=O)c1sc2nc(-c3ccc(N(C)C)cc3)nc(N3CCOCC3)c2c1C	103	77	93	88	103	97	113	92

Other entries follow.
SMILES	HOP-62	EKVX	SK-MEL-5	HOP-92	M14	LOX IMVI	CCRF-CEM	A549/ATCC
N#Cc1cnn2c1NC(=O)CC2C(=O)O (stereo not drawn)	104	97	98	111	110	100	102	102
COc1ccc(/C=C/C(=O)c2ccc(NC(=O)CSc3nnc(-c4ccc5nc(-c6ccccc6)[nH]c5c4)o3)cc2)cc1OC	102	104	100	126	/	87	90	108
O=C1Nc2ccc(F)cc2/C1=C\c1ccc(O)cc1	98	41	96	97	98	93	94	99
C=CCOC(=O)C1=C(C)NC2=C(C(=O)CC(C)(C)C2)C1c1ccccc1 (stereo not drawn)	86	105	98	/	100	103	91	100
CON1C(=O)CC[C@]2(C)[C@H]3CC[C@@H]4C([C@@]5(C)CCC(=O)O5)CC[C@@]4(C)[C@]3(C)CC[C@H]2C1(C)C (stereo partly drawn)	98	93	98	95	97	95	97	102
Cc1sc2nc(N3CCc4ccccc4C3)[nH]c(=O)c2c1C	93	94	101	81	100	106	86	71
O=C(COc1ccc2c(c1)OCO2)N1CCN(c2cccc(Cl)c2)CC1	98	/	/	104	101	98	/	99
N#CC1(Nc2cccc(Cl)c2)CCCC1	105	115	107	/	99	102	84	99
O=C(O)c1ccc(NCc2cn(-c3ccc(C(=O)O)cc3)nc2-c2cc(C(F)(F)F)cc(C(F)(F)F)c2)cc1	91	95	94	90	104	100	99	97
COc1ccc(NC(=O)c2sc3nc4c(cc3c2N)CN(CCc2ccccc2)CC4)cc1	99	93	95	102	103	90	99	96
CCOC(=O)CC[C@H](NC(=O)c1ccc(NC(=O)Cn2c(C)nc3c(c(C)nn3-c3ccc(F)cc3)c2=O)cc1)C(=O)OCC	90	97	98	102	101	/	93	97
O=C1Nc2ccccc2[C@]12Oc1ccccc1[C@H]1CC(c3ccccc3)=NN12	100	82	96	85	104	85	82	103
CCOC(=O)c1sc(NCC(=O)Nc2ccccc2[N+](=O)[O-])c(C(=O)OCC)c1C	74	45	/	45	98	/	70	99
O=C1/C(=C/c2cnc(-c3ccccc3)s2)SC(=S)N1Cc1ccc2c(c1)OCO2	12	79	97	49	107	67	87	101
COCCOC(=O)C1=C(C)NC(=S)NC1c1ccc2c(c1)OCO2 (stereo not drawn)	98	105	98	108	104	101	104	101
Cc1ccc(Cl)cc1N	91	103	108	/	101	96	99	110
COc1ccc(-c2nn(-c3cccc(Cl)c3)cc2C2CC(c3cccs3)=NN2)cc1 (stereo not drawn)	113	112	96	110	121	99	88	93

Molecules shown so far that have fluorine, in the order listed:
SMILES	HOP-62	EKVX	SK-MEL-5	HOP-92	M14	LOX IMVI	CCRF-CEM	A549/ATCC
Cn1c(=O)c2c(nc(Br)n2CC(=O)Nc2ccc(F)cc2)n(C)c1=O	97	102	104	88	100	97	90	92
Nc1ncnc2c1ncn2-c1ccc(C(F)(F)F)cc1	104	53	86	82	109	97	94	102
CN1C(=O)C(C2=NN(c3ccccc3)C(c3ccc(F)cc3)C2)C(=O)N(C)C1=O (stereo not drawn)	108	102	99	100	113	104	107	96
O=C1Nc2ccc(F)cc2/C1=C\c1ccc(O)cc1	98	41	96	97	98	93	94	99
O=C(O)c1ccc(NCc2cn(-c3ccc(C(=O)O)cc3)nc2-c2cc(C(F)(F)F)cc(C(F)(F)F)c2)cc1	91	95	94	90	104	100	99	97
CCOC(=O)CC[C@H](NC(=O)c1ccc(NC(=O)Cn2c(C)nc3c(c(C)nn3-c3ccc(F)cc3)c2=O)cc1)C(=O)OCC	90	97	98	102	101	/	93	97
